Screening data: PubChem BioAssay, several laboratories
TMEM16A act: activates or potentiates the mouse TMEM16A chloride channel. Q8BHY3. HEK293 TMEM16A/YFP-H148Q/I152L, iodide quench fluorescence; stronger effect = lower value. B-score at 10 µM. hit rate 0.3% among 340,000;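 active = fluorescence-ratio B-score plate-corrected deviation score at least 3 library SD below zero, with starting fluorescence score within 5 deviations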;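 also: channel opened by trigger with iodide after compound preincubation; score built on the fluorescence ratio of max minus min over baseline; more negative score means more quench and so TMEM16A activation or potentiation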
MrgX1 PAM: allosterically activates human MrgX1 receptor signaling | Q96LB2 | AID 588675 | MrgX1-HEK293, Fluo-4 calcium flux, FDSS; stronger effect = higher value | hit rate 0.63% among 310,000 | B-score at 10 µM;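 active = plate-corrected calcium response at least 3 library SD above typical, normal starting fluorescence, not activating the receptor alone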;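 also: compound read alongside a low EC10 to EC30 dose of BAM8-22 agonist; peak minus trough fluorescence over baseline measured at the second addition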
Target sequence (Q96LB2 whole entry, looked up): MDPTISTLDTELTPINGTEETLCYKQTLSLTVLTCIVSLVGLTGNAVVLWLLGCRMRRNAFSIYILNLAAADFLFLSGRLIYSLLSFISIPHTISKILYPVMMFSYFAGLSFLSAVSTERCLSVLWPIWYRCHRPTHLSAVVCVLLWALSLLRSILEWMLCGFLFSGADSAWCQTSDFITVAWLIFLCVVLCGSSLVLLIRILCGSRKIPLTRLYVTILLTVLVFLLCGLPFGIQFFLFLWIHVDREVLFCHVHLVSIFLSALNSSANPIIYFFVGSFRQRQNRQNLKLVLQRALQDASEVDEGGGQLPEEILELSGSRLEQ
RGS4 inh: human RGS4 inhibition. P49798. HEK293 M3R/RGS4 inducible, Fluo-4 calcium flux; stronger effect = higher value; triggered by carbachol at its EC20. B-score at 10 µM. hit rate 0.45% among 310,000. AID 463165;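 active = B-score, a plate-corrected calcium signal, over three deviations above library mean, with baseline fluorescence within five deviations of library mean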;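 also: RGS4 expression induced by doxycycline in cells with stable M3 receptor; B-score is computed from the integrated fluorescence ratio over baseline after carbachol; higher B-score means a larger calcium signal and so more RGS4 inhibition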
Target sequence (P49798 whole entry, looked up): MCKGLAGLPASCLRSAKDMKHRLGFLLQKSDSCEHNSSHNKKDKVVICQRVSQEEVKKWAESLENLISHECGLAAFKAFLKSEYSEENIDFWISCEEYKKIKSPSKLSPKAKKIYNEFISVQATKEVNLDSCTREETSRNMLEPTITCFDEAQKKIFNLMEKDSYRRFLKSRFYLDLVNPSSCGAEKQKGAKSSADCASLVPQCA
HDAC3 inh: human HDAC3 inhibition | O15379 | recombinant HDAC3, fluorogenic peptide/trypsin coupled, fluorescence | inhibition, % at 8.3 µM | hit rate 0.15% among 320,000; in the data active = inhibition above about 26%, passing the limit was not always enough; inconclusive = no clear call, values can overlap the other calls
Target sequence (O15379 whole entry, looked up): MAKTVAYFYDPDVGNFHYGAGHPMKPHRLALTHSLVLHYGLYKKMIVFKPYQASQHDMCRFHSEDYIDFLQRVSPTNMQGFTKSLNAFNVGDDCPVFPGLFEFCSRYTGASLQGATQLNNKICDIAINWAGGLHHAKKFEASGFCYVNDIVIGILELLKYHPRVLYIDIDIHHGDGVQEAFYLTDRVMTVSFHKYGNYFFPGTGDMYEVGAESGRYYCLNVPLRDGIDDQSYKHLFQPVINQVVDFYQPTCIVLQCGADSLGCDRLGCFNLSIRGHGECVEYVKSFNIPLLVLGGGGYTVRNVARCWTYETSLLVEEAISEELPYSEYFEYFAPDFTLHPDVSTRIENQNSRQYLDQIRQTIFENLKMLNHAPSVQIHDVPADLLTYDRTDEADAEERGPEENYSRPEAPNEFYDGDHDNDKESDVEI
TRPC6 activator: mouse TRPC6 channel activation. Q61143. HEK293-TRPC6 membrane potential dye fluorescence; stronger effect = higher value. B-score at 10 µM. hit rate 0.13% among 310,000. AID 2550;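 active = B-score of the integrated fluorescence ratio above library mean plus 3 SD, and starting fluorescence ratio within library mean plus 5 SD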;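 also: higher score means more depolarization so channel activation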
TRPC6 inhibitor: inhibitors of mouse TRPC6 channel | Q61143 | HEK293-TRPC6, membrane potential dye, ACh-evoked depolarization; stronger effect = lower value | B-score at 10 µM | hit rate 1.1% among 310,000;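 active = B-score under library mean minus 3 SD, initial fluorescence not abnormally high, positive integrated signal ratio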;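 also: B-score derived from integrated fluorescence ratio over the kinetic read; more negative B-score means stronger inhibition of depolarization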
SKKanGAS inh: blocks kanamycin growth of S. pyogenes SKKanGAS strain | BacTiter-Glo, 6 h | inhibition, % at 7.5 µM | hit rate 1.3% among 300,000 | AID 1662;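 active = mean replicate score, as percent of positive control median, at least 50; inconclusive = mean below 50 but one replicate at or above 50; inactive = mean and every replicate below 50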;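 also: strain carries kanamycin resistance gene driven by streptokinase promoter and grows in 40 µg/ml kanamycin; loss of luminescence reflects streptokinase promoter inhibition or plain growth inhibition; 0% = median of DMSO wells and 100% = positive control at its reference dose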
MrgX1 ag: activates human MrgX1 receptor signaling. MrgX1-HEK293 cells, Fluo-4 calcium fluorescence, agonist mode; stronger effect = higher value. B-score at 10 µM. hit rate 0.44% among 310,000. Q96LB2;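 active = calcium response B-score plate-corrected fluorescence ratio at least 3 library SD, with starting fluorescence B-score inside 5 SD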
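Material – MrgX1-expressing HEK293 cells · Input – 15,000 cells seeded per well · Dosing – compound as first of three additions · Times – overnight seeding, then 1 h dark dye loading · Measured by – kinetic Fluo-4 NW fluorescence of intracellular calcium · Read-out – B-scored fluorescence response ratio · Benchmarks – positive and negative control wells on each plate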
RGS4 act: potentiators or activators of RGS4; hit rate 0.92% among 310,000; HEK293 M3R/inducible RGS4, carbachol calcium flux Fluo4; stronger effect = lower value; AID 463111; B-score at 10 µM;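 active = B-score of the integrated calcium signal more than 4 SD below the library mean, with starting fluorescence not abnormally high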;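 also: negative B-score means reduced calcium response which marks RGS4 activation or potentiation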
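Also added: carbachol at ECmax as muscarinic agonist stimulus; Assay system: HEK293 cells with stable M3R and inducible RGS4; Timing: overnight RGS4 induction, 30 min dye load 37 °C, 20 min compound RT; Measured by: Fluo4-AM (2 µM) calcium-flux fluorescence, kinetic read.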
ANO1 block: blocks the mouse calcium-activated chloride channel TMEM16A. AID 588511. Q8BHY3. hit rate 1.2% among 310,000. normalized B-score (activity score, 25-100; higher = stronger inhibition) at 10 µM. HEK293 TMEM16A/YFP iodide influx fluorescence, ionomycin;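 active = ratio plate-corrected score three or more library SD toward inhibition, starting fluorescence score within five deviations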;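 also: score derived from kinetic fluorescence span divided by baseline fluorescence per well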
MrgX1 antag: human MrgX1 receptor antagonism, primary screen; Q96LB2; MRGX1-HEK293 calcium flux, Fluo-4, BAM8-22 antagonism; stronger effect = lower value; B-score at 10 µM; hit rate 1.3% among 310,000; AID 588676;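 active = calcium-response B-score plate-corrected more than 3 library SD below zero, starting fluorescence within 5 deviations, no agonist response on first addition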;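 also: peak minus trough fluorescence over baseline after final BAM8-22 challenge near maximal dose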
An asterisk follows results filed as active; i = inactive; ? = inconclusive; . = no result given.

SMILES | TMEM16A act | MrgX1 PAM | RGS4 inh | HDAC3 inh | TRPC6 activator | TRPC6 inhibitor | SKKanGAS inh | MrgX1 ag | RGS4 act | ANO1 block | MrgX1 antag
CCCCCCCCCc1nc2sc3c(c2c(=O)n1NC(=O)c1ccccc1[N+](=O)[O-])CC(C)(C)OC3 | i | i | i | 0 | i | i | 65* | i | i | 25* | i
Cc1cccc(CN2CCN(Cc3nc4c(s3)CCCC4)CC2CCO)n1 (stereo not drawn) | i | i | i | 1 | i | i | 5 | i | i | i | i
CC(C)Cn1c(=S)[nH]c2cc(Cl)ccc21 | i | i | i | 3 | i | i | -2 | i | i | i | i
O=C(c1ncc[nH]1)c1ccccc1Cl | i | i | i | 3 | i | i | -5 | i | i | i | i
O=C1NN(c2ccccc2)C(=O)C2C1C1C=CC2C12CC2 (stereo not drawn) | i | i | i | -1 | i | i | 6 | i | i | i | i
CC(=O)N1CCN(S(=O)(=O)c2cccc(C(=O)OCC(=O)N3CC(=O)Nc4ccccc43)c2)CC1 | i | i | i | 3 | i | i | -7 | i | i | i | i
N#Cc1ccccc1CSc1ccccn1 | i | i | i | -2 | i | i | -2 | i | i | i | i
CC(C)(C)OC(=O)CNC(=O)c1nc[nH]c1C(=O)N1CCc2ccccc2C1 | i | i | i | 1 | i | i | 1 | i | i | i | i
COc1cccc(F)c1C(C[N+](=O)[O-])c1c(N)n(C)c(=O)n(C)c1=O (stereo not drawn) | i | i | i | -4 | i | i | -5 | i | i | i | i
Cc1cc(C)cc(OCc2nnc(SCC(=O)c3ccccc3)o2)c1 | i | i | i | ? | i | i | -19 | i | i | i | i
O=C(Nc1ccc(N2CCOCC2)c(S(=O)(=O)Nc2ccc(Cl)cc2)c1)c1cnccn1 | i | i | i | 12 | i | i | 22 | i | i | i | i
CC(=O)c1ccc(S(=O)(=O)N(C)C(C)CCc2ccco2)cc1 (stereo not drawn) | i | i | i | 9 | i | i | 3 | i | i | i | i
Cc1cc(C)c2cc(C#N)c(SCC(=O)NCc3ccco3)nc2c1 | i | i | i | 3 | i | i | 1 | i | i | i | i
CCC1CCCCN1S(=O)(=O)c1ccc(NC(=O)c2snnc2C)cc1 (stereo not drawn) | i | i | i | . | i | i | -5 | i | i | i | i
O=C(NCCCN1CCOCC1)c1ccc2nc(Cc3cccc(Cl)c3)oc2c1 | i | i | i | -4 | i | i | -2 | i | i | i | i
CCOC(=O)C(=O)Nc1nnc(CCc2ccccc2)s1 | i | 7.7* | i | 5 | i | i | 2 | i | i | i | i
O=C(Nc1nc2ccccc2n1CCN1CCOCC1)c1ccc(Cl)cc1 | i | i | i | -1 | i | i | -12 | i | i | i | i
Cn1c(CNc2ccc(Cl)cc2)nnc1SCCN1CCCCC1 | i | i | i | 1 | i | -5.1* | 0 | i | i | i | i
CC1(C)Cc2c(c(N3CCOCC3)nc3sc(C(=O)Nc4ccccc4)c(N)c23)CO1 | i | i | i | -10 | i | i | -2 | i | i | i | i
CC(C)C(=O)O/N=C(\N)c1ccc(Oc2ccc(Cl)cc2)c([N+](=O)[O-])c1 | i | i | i | 0 | i | i | -3 | i | -8.6* | i | i
CCn1c(SCC(=O)c2ccc(O)c(O)c2)nnc1-c1ccccc1 | i | i | i | 10 | i | i | -3 | i | i | i | i
Cc1cccc(OCC(=O)NNC(=O)CSc2ncc(C#N)c(N)n2)c1 | i | i | i | -4 | i | i | 1 | i | i | i | i
COc1cc(OC)c(C2SCCS2)c(OC)c1 | i | i | i | -12 | i | i | -3 | i | i | i | i
Nc1ccc(N=Nc2ccccc2)c2ccccc12 | i | i | i | -6 | i | i | 86* | i | i | i | i
Cc1cccc[n+]1C1C(c2ccc([N+](=O)[O-])cc2)C(C#N)=C(C(=C=[N-])C#N)NC1(O)C1CC1 (stereo not drawn) | i | i | i | 0 | i | i | -15 | i | i | i | i
Cc1cc(C)n(CC(=O)NN)n1 | i | i | i | . | i | i | 1 | i | i | i | i
Cc1cc(C(=O)OCC(=O)N(C)c2ccccc2)ccc1[N+](=O)[O-] | i | i | i | ? | i | i | -2 | i | i | i | i
Cc1ccc(NS(=O)(=O)c2ccc(N3C(=O)CCC3=O)cc2)cc1 | i | i | i | -4 | i | i | 1 | i | i | i | -5.4*
CCOc1ccc2nc(NC(=O)c3cccc(-c4cc5ccccc5oc4=O)c3)sc2c1 | i | i | i | 0 | i | i | 11 | i | i | i | i
O=C(N/N=C/c1cn(Cc2cccc(F)c2)c2ccccc12)c1cc(O)cc(O)c1 | i | i | i | -4 | i | i | 8 | i | i | i | i
CC1CN(CCOc2ccccc2-c2ccccc2)CC(C)O1 (stereo not drawn) | i | i | i | 3 | i | i | 2 | i | i | i | i
Cc1cc(/C=C(\C#N)C(=O)NCc2ccco2)c(C)n1-c1ccc(C(=O)O)cc1 | i | i | i | 7 | i | i | 10 | i | i | i | i
Cc1ccc(S(=O)(=O)CC(=O)c2cc3cccc(C)c3oc2=O)cc1 | i | i | i | 2 | i | i | 1 | i | i | i | i
Cc1ccc(S(=O)(=O)N2CCC(C(=O)OC(C)C(=O)NCc3ccccc3)CC2)cc1C (stereo not drawn) | i | i | i | 2 | i | i | 30 | i | i | i | i
CC1=C(C(=O)Nc2cccc(C(=O)N3CCC(C(N)=O)CC3)c2)SCCO1 | i | i | i | 8 | i | i | -10 | i | i | i | i
Cc1ccc(C)c(S(=O)(=O)N2CCN(C(=O)CCC(=O)c3cc(C)sc3C)CC2)c1 | i | i | i | 1 | i | i | -2 | i | i | i | i
COc1ccccc1NC(=O)COc1ccc(C(=O)OCC(=O)NC(C)(C)C)cc1OC | i | i | i | 4 | i | i | 12 | i | i | i | i
COc1ccc(Cl)cc1N1C(=O)C2CCCN2C1c1cccc(F)c1 (stereo not drawn) | i | i | i | -1 | i | i | -3 | i | i | i | i
CCNC(=S)N(Cc1ccccc1)Cc1nc2ccccc2c(=O)[nH]1 | i | i | i | -7 | i | i | -2 | i | i | i | i
COc1ccc(NC(=O)NNC(=O)COc2ccc3cc(Br)ccc3c2)cc1OC | i | i | i | . | i | i | 0 | i | i | i | i
COc1ccc(S(=O)(=O)N2CCCCC2)cc1NC(=O)C1COc2ccccc2O1 (stereo not drawn) | i | i | i | 7 | i | i | -7 | i | -13* | i | i
CCOc1ccc(Br)cc1C(=O)N/N=C/c1cccc(C)n1 | i | i | i | -4 | i | i | 0 | i | i | i | i
Cc1c(CN2CCC(Oc3ccc(C(=O)N4CCCCC4)cc3)CC2)cnn1C | i | i | i | -1 | i | i | 13 | i | i | i | i
COc1ccc2cnnc(SCC(=O)Nc3ccccc3)c2c1OC | i | i | i | 1 | i | i | -3 | i | i | i | i
O=C(Nc1cccc(-c2cnc3ccccc3n2)c1)c1ccccc1 | i | i | i | 0 | i | i | -9 | i | i | i | i
CC1(C)CC(=O)C(C(c2ccncc2)C2C(=O)CC(C)(C)CC2=O)C(=O)C1 | -14* | i | i | 8 | i | i | -2 | i | i | i | i
COc1cc(N2CN=c3s/c(=C\c4ccccn4)c(=O)n3C2)cc(OC)c1OC | i | i | i | -5 | i | i | 1 | i | i | i | i
COc1ccccc1N(Cc1ccccc1)S(=O)(=O)c1cccc(C(=O)NC2CC(C)(C)NC(C)(C)C2)c1 | i | i | i | 5 | i | i | -3 | i | i | i | i
CC(C)(C)NC(=O)c1ccc(NC(=O)CSc2ccccc2)cc1 | i | i | i | 0 | i | i | -1 | i | i | i | i
COc1ccc2cc3c(N)nn(C(=O)C4CCC(C(C)(C)C)CC4)c3nc2c1 (stereo not drawn) | i | i | i | 1 | i | i | 93* | i | i | i | i
CSc1ncc(CN2CCN(C3CCCCC3)C(CCO)C2)cn1 (stereo not drawn) | i | i | i | 8 | i | i | -6 | i | i | i | i
CC(NC(=O)C1CCCN(S(=O)(=O)c2ccc(-n3cnnn3)cc2)C1)c1ccc(F)cc1 (stereo not drawn) | i | i | i | 0 | i | i | -1 | i | i | i | i
CCOc1cccc2cc(C(=O)NCc3ccc(OC)cc3)c(=N)oc12 | i | i | i | 4 | i | i | 4 | i | i | i | i
CCc1ccccc1-n1c(-c2ccncc2)n[nH]c1=S | i | i | i | 10 | i | i | 0 | i | i | i | i
Cc1ccc(-c2nn(-c3cc(Cl)ccc3[N+](=O)[O-])c(=O)c3ccccc23)cc1C | i | i | i | 9 | i | i | 7 | i | i | i | i
O=C(CSc1ncnc2c1oc1ccccc12)NCc1ccc(F)cc1 | i | i | i | 0 | i | i | 6 | i | i | i | i
COC(=O)/C=C1\SC(=NC(=O)c2ccc(OC)cc2)NC1=O | i | i | i | -2 | i | i | 17 | i | i | i | i
COc1cc(NC(=O)CCc2ccccc2)c(C(=O)O)cc1OC | i | i | i | -1 | i | i | 5 | i | i | i | i
C=CCN(CC=C)S(=O)(=O)c1ccc(NC(=S)NC(=O)c2ccc(-c3ccccc3)cc2)cc1 | i | i | i | 21 | i | i | 5 | i | i | i | i
CCOc1ccccc1NC(=O)Cn1c(=O)n(-c2ccccc2)c(=O)c2oc3ccccc3c21 | i | i | i | 0 | i | i | 1 | i | i | i | i

(further entries)
SMILES | TMEM16A act | MrgX1 PAM | RGS4 inh | HDAC3 inh | TRPC6 activator | TRPC6 inhibitor | SKKanGAS inh | MrgX1 ag | RGS4 act | ANO1 block | MrgX1 antag
CCCNC(=O)CSc1nccn1Cc1ccco1 | i | i | i | -1 | i | i | -7 | i | i | i | i
CCOC(=O)C1=C(C)N(C)C(=O)NC1c1c(OC)ccc2ccccc12 (stereo not drawn) | i | i | i | 6 | i | i | -14 | i | i | i | i
Cc1ccc(C2SCCN2C(=O)c2ccc([N+](=O)[O-])cc2)cc1 (stereo not drawn) | i | i | i | 1 | i | i | -12 | i | i | i | i
Cc1cccc(C)c1NC(=O)Nc1ccc(S(N)(=O)=O)cc1 | i | i | i | -4 | i | i | -1 | i | i | i | i
Cc1onc(-c2ccccc2)c1C(=O)NCc1ccc(F)cc1 | i | i | i | 1 | i | i | -2 | i | i | i | i

This is a random part of the collection; about 6.7% have a hit in one of these screens.
